Screens from PubChem BioAssay.
PI4K2A block – blocks human PI4K2A kinase activity | Q9BTU6 | purified PI4K2A, ADP-Glo luminescence, 1 h; active compounds read low | activity change, negative = inhibition, % at 76.9 µM | 420,000 compounds, 0.13% hits; in the data active means activity change below about -50%; inconclusive means mostly about -30% to -49%;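 further: -100% = wells without enzyme as full effect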
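Compounds are screened against recombinant PI4K2A using PI as substrate and ATP, the latter dispensed at 300 microM. Reactions run one hour at ambient temperature before ADP-Glo detection; full inhibition defined by wells lacking enzyme.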
Pin1 inhibitor – human Pin1 inhibition. Q13526. Pin1 FP peptide displacement, HiFluor488, 10 min. Potency, µM (titrated, usually from 115 µM), for inactives: top-dose activity, negative = inhibition, most hits filed as inhibitors. 390,000 compounds, 0.009% hits. AID 504891; active means well fitted inhibition curve with a large enough effect in the polarisation, with a control signal flat, not every such curve was filed as active; inconclusive means small, poorly fitted or top-dose-only effect, or effect the other way, or a change in a side signal; inactive means no such curve, though single readings can be large or run the other way; the % refers to the polarisation; further: potency means the concentration at half of the fitted maximal effect; on the % scale 0 is the no-effect control and ±100 the full control effect
PGK inhibitor – inhibitors of T. brucei phosphoglycerate kinase; 380,000 compounds, 0.043% hits; Potency, µM (highest dose often 57.5 µM), for the others: at the highest dose activity change, negative = inhibition, hits mostly inhibitors; P07378; PGK/GAPDH coupled, Kinase-Glo luminescence, 60 min; further: potency means the concentration at half of the fitted maximal effect; on the % scale 0 is the no-effect control and ±100 the full control effect; nearly all actives have a fitted effect of over 60% in size
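Luminescent ATP detection (Kinase-Glo Plus) follows a 60-minute room-temperature incubation, with wells lacking PGK as controls. Buffer: 100 mM TEA (pH 7.6), 5 mM MgCl2, 0.01% Tween-20. Coupling enzyme GAPDH (100 nM final) supplies unstable 1,3-BPG in-well.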
Pol eta inh – blocks human DNA polymerase eta activity; Q9Y253; recombinant Pol eta, fluorescent DNA replication assay; Potency, µM (highest dose often 114 µM), inactives show top-dose activity change, negative = inhibition, actives largely listed as inhibitors; 390,000 compounds, 1.2% hits; AID 588591; further: potency means the concentration at half of the fitted maximal effect; on the % scale 0 is the no-effect control and ±100 the full control effect
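Pol eta at 10 nM preincubated with compounds 15 min at room temperature; reaction started with fluorescent substrate (50 nM final) and read kinetically at 0 and 10 min.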
BAZ2B inh – inhibitors of human BAZ2B bromodomain; 360,000 compounds, 4.4% hits; Potency, µM (highest dose often 114 µM), without a hit: top-dose activity change, negative = inhibition, hits mostly inhibitors; AlphaScreen BAZ2B-H3K14Ac peptide displacement; Q9UIF8; AID 504333; further: potency means the concentration at half of the fitted maximal effect; on the % scale 0 is the no-effect control and ±100 the full control effect; nearly all actives have a fitted effect of over 60% in size
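BAZ2B (50 nM) with biotin-H3(5-23)K14Ac peptide (50 nM) in PBS pH 7.4, 0.01% Tween-20, preformed 30 min, then compound 30 min at room temperature; top concentration 110uM. AlphaScreen streptavidin donor/nickel chelate acceptor beads (10 ug/mL final), 20 min dark, signal read.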
G9a inh – inhibitors of human histone lysine methyltransferase G9a. Q96KQ7. G9a H3K9 monomethylation, AlphaScreen, 2 h. Potency, µM (top dose mostly 102 µM), for the others: at the top dose activity, negative = inhibition, actives largely listed as inhibitors. 350,000 compounds, 8.8% hits; further: potency means the concentration at half of the fitted maximal effect; on the % scale 0 is the no-effect control and ±100 the full control effect; nearly all actives have a fitted effect of over 75% in size
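Chemiluminescent proximity detection of H3K9 monomethylation, read after 10 min bead incubation in the dark. Reaction: 20 nM G9a, 500 nM biotin-H3K9 peptide, 20 uM SAM cofactor, 2 h, room temperature, following 15 min enzyme-compound preincubation.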
HP1b binding inh – inhibitors of HP1-beta chromodomain binding to methylated histone tails; P83916; AlphaScreen HP1-beta / biotin-H3K9me3 peptide binding; Potency, µM (doses to about 114 µM), inactives show top-dose activity change, negative = inhibition, most hits filed as inhibitors; 390,000 compounds, 0.56% hits; AID 540317; further: potency means the concentration at half of the fitted maximal effect; nearly all actives have a fitted effect of over 70% in size; inactives centre near 23
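AlphaScreen: HP1-beta (50 nM) preformed 30 min with biotin-H3(1-18)K9me3 peptide (50 nM) in PBS pH 7.4, 0.01% Tween-20. Compound added for 30 min at RT, then streptavidin donor/nickel chelate acceptor beads (10 ug/mL) for 30 min.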
GLS inhibitor – inhibitors of human glutaminase (GLS); 410,000 compounds, 0.21% hits; AID 624170; Potency, µM (doses to about 45.5 µM), for the others: at the highest dose activity change, negative = inhibition, actives largely listed as inhibitors; GLS enzymatic activity, qHTS titration; further: potency means the concentration at half of the fitted maximal effect; on the % scale 0 is the no-effect control and ±100 the full control effect
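Glutamate formation by hKGA was monitored fluorometrically using coupled glutamate oxidase, HRP and Amplex Red. Substrate was added as 1 mM L-glutamine solution; incubation was 30 min at RT after an initial read.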
JMJD2A Tudor – blocks the human JMJD2A Tudor domain; O75164; Potency, µM (doses to about 114 µM), without a hit: top-dose activity change, negative = inhibition, usual class: inhibitors; AlphaScreen JMJD2A-Tudor / H3K4me3 peptide binding; 390,000 compounds, 4.4% hits; further: potency means the concentration at half of the fitted maximal effect; on the % scale 0 is the no-effect control and ±100 the full control effect; nearly all actives have a fitted effect of over 50% in size
Target sequence (O75164 whole entry, looked up, the tested form may be a part): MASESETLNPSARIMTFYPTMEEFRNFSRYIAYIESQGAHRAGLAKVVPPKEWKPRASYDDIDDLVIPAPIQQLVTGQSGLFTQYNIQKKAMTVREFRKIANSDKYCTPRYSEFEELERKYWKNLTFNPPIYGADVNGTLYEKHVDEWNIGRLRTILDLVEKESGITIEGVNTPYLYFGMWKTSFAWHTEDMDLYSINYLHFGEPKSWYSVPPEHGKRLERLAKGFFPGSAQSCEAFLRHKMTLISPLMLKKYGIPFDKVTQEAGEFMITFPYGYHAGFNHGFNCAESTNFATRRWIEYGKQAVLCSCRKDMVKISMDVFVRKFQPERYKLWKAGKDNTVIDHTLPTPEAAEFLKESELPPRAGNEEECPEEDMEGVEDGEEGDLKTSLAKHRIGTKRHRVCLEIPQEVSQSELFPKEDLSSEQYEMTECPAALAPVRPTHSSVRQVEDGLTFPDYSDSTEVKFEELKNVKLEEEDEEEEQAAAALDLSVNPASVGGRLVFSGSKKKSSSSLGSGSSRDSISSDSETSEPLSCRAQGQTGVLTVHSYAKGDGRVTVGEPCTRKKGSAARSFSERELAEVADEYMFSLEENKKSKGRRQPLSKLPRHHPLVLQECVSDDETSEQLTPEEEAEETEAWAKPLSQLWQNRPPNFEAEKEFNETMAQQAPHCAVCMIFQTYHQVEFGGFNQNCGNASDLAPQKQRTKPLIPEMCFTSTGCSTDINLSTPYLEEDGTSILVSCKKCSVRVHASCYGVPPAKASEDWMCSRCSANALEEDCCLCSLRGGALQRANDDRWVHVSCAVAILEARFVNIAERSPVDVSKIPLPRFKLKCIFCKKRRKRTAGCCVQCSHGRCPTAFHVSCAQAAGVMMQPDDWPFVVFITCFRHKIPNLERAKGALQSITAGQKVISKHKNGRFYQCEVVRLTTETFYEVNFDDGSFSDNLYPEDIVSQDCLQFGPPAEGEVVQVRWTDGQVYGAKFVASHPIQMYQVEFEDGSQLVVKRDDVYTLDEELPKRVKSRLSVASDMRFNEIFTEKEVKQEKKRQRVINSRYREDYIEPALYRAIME
* marks the source's active call; other numbers are inactive results; i = inactive; ? = inconclusive; . = not tested or not shown; & = joins results of further samples; [ ] = dose if it differs, or a comment. Unless noted, the call rests on the fitted dose curve; in most records, active means well fitted curve in the direction sought with a large enough effect; inconclusive means small, poorly fitted or top-dose-only effect, or another doubt; inactive means no such curve, though single readings can be large; an effect the other way counts as inactive or inconclusive.

The first 2 compounds, ahead of the listing:
No.	SMILES	PI4K2A block	JMJD2A Tudor	BAZ2B inh	HP1b binding inh	Pol eta inh	GLS inhibitor	PGK inhibitor	G9a inh	Pin1 inhibitor
1	O=C(O)c1cccc(-n2cc(-c3cccc(C(F)(F)F)c3)cn2)c1	3	-19%	2%	12%	3%	0%	-4%	21%	-4%
2	CCc1ccc(OCCCC(=O)NCc2ccco2)cc1	2	-14%	-37%	42%[activator]	-17%	2%	.	-49%	0%

The listing, from the start:
No.	SMILES	PI4K2A block	JMJD2A Tudor	BAZ2B inh	HP1b binding inh	Pol eta inh	GLS inhibitor	PGK inhibitor	G9a inh	Pin1 inhibitor
1	O=C(O)c1cccc(-n2cc(-c3cccc(C(F)(F)F)c3)cn2)c1	3	-19%	2%	12%	3%	0%	-4%	21%	-4%
2	CCc1ccc(OCCCC(=O)NCc2ccco2)cc1	2	-14%	-37%	42%[activator]	-17%	2%	.	-49%	0%
3	CCOC(=O)c1cccc(NC(=O)c2cc(CN3CCOCC3)on2)c1	1	-7%	-8%	25%	-12%	0%	-10%	3%[59 µM]	-1%
4	O=C(NCCc1ccccc1)c1ccc2c(c1)N(Cc1ccccc1F)C(=O)c1ccccc1S2=O (stereo not given)	3	-15%	-11%	20%	-8%	6%	2%	-7%[59 µM]	12%
5	Cc1ccc(-c2cnc3c(Cl)c(C)nn3c2)cc1	-3	-13%	6%	20%	-2%	0%	4%	14%	-2%
6	CCOC(=O)C1=C(CC)Nc2ccccc2N=C1NC(=O)c1cc(S(=O)(=O)N(C)C)ccc1Cl	4	-12%	9%	7%	5%	2%	0%	-1%[59 µM]	2%
7	COc1ccccc1N1CCN(C(=O)CSc2nnc(NC(=O)C3CCC3)s2)CC1	5	-13%	3%	15%	13%	10%	-3%	-11%	-8%
8	Cc1ccc(/C=C/c2onc(C)c2S(=O)(=O)N2CCC(C(=O)N3CCN(c4ccccc4F)CC3)CC2)cc1	2	-28%	-4%	27%[57 µM]	-5%	-2%	-3%	-3%[59 µM]	-6%
9	CN(C)c1ccc(C(=O)NC2CCCc3ccccc32)cc1 (stereo not given)	-1	-4%	-29%	28%	-8%	-2%	-1%	24%[12.7 µM]	3%
10	CCOC(=O)C1CCN(C(=O)CCn2c(=O)[nH]c3ccsc3c2=O)CC1	-1	-13%	-5%	35%	-6%	-19%	i	-9%[12.7 µM]	-8%
11	CCOC(=O)/C(=C/c1cn(C)c2ccccc12)NC(=O)c1ccccc1	0	-16%	-1%	4%	1%	13%	-3%	.	1%
12	COc1ccc(NC(=O)C2CCCN(c3ncnc4onc(-c5ccc(F)cc5)c34)C2)cc1 (stereo not given)	-3	-9%	-5%	34%	-15%	2%	-8%	63%[activator]	4%
13	Cc1cccc(C)c1OCC(=O)Nn1c(C)nc2ccccc2c1=O	-2	-8%	-5%	20%	-7%	-10%	-6%	6%[59 µM]	3%
14	COc1ccccc1OCCNC(=O)CNC(=O)c1ccc2c(c1)OCO2	0	-2%	-4%	18%	-19%	-6%	1%	-8%	-9%
15	CC1CCCCN1C(=O)CSc1nnc(-c2ccccc2F)o1 (stereo not given)	0	-10%	-15%	7%	-1%	-5%	2%	19%	-12%
16	Cc1ccc(N(CN2C(=O)C3C4CCC(C4)C3C2=O)C(=O)c2ccco2)cc1 (stereo not given)	-3	-9%	-4%	50%[activator]	-17%	1%	0%	8%	0%
17	CCCCN1CC(COCc2ccccc2)OCCS1(=O)=O (stereo not given)	-2	5%	.	53%[activator]	-11%	-3%	1%	.	-8%
18	Cc1ccc(CN2CCN(Cc3cccc4c3OCO4)CC2CCO)cc1 (stereo not given)	4	-23%	2%	14%	-11%	3%	8%	8%	2%
19	S=C(NNc1ccnc2cc(Cl)ccc12)Nc1ccccc1Cl	-2	56µM*	?	?	-19%	-1%	-5%	11µM*	25%
20	COc1ccccc1N1CCN(CCCCN2C(=O)C3CCCCN3C2=O)CC1 (stereo not given)	0	?	5%	-4%	-7%	?	-2%	22%[0.501 µM]	-5%
21	ON=C1/C(=N\O)CC2(C/C1=N/O)OCCO2	7	28µM*	22µM*	-24%	56µM*	-16%	-23%	41%[59 µM]	?
22	CCOC(=O)Cc1c(C)c2c(O)cc(O)cc2oc1=O	-2	-5%	-4%	37%[activator]	-9%	32%[activator]	i	23%[12.7 µM]	-15%
23	CCOC(=O)c1ccc(CN(Cc2ccc(F)cc2)S(=O)(=O)c2cc(C(=O)Nc3cccc(C(F)(F)F)c3)ccc2F)cc1	5	-17%	-5%	17%	-14%	-4%	i	0%[59 µM]	4%
24	COCCNc1nc2c(c(=O)n(Cc3cccc(Cl)c3)c(=O)n2C)n1C	-1&-4	-5%&-21%	-10%&-19%	14%&13%	-15%&-14%	-5%&6%	-1%&-8%	0%[2.33 µM]	2%&16%
25	CC1(C)C(=O)CCC2(C)C1=CCC1C2C(=O)CC2(C)C1CCC2(O)C(=O)CO (stereo not given)	4	-14%	.	14%	-1%	-4%	i	.	1%
26	Cc1cccc(NC(=O)c2ccc(NC(C)c3ccccc3)c([N+](=O)[O-])c2)n1 (stereo not given)	0	?	-11%	-22%	-5%	-2%	-5%	32%[59 µM]	10%
27	Cc1cc(=O)oc2c3c(cc(OCC(=O)NCC4CCC(C(=O)O)CC4)c12)OC(C)(C)CC3 (stereo not given)	5	-12%	-5%	20%	-15%	3%	-1%	.	-10%
28	CC(CCN1CCC(n2nccc2NC(=O)c2ccccc2Cl)CC1)c1ccccc1 (stereo not given)	-2	-26%	5%	6%	-8%	2%	i	12%	-8%
29	COc1ccc(-c2cc(=NC(CC(C)C)C(=O)O)c3cc(C)ccc3o2)cc1 (stereo not given)	-9	-24%	-7%	29%	5%	4%	-8%	6%[59 µM]	-3%
30	CC(C)CC1Nc2ncnc(N3CCCCC3)c2N(Cc2ccc(Br)cc2)C1=O (stereo not given)	0	?	?	30%	-15%	2%	-6%	-2%[2.33 µM]	2%
31	CC(=O)Nc1ccc(S(=O)(=O)NNC(=O)COc2ccc(Cl)cc2Cl)cc1	-3	-17%	-17%	33%	9%	0%	7%	50µM*	-6%
32	CCc1ccccc1NC(=O)C(=O)NCC(c1cccnc1)N1CCN(c2ccccc2F)CC1 (stereo not given)	3	-2%	-1%	34%	-16%	-11%	0%	1%[59 µM]	13%
33	Cc1ccc(CNC(=S)Nc2ccc(OC(F)F)cc2C)cc1	2	-8%	-6%	43%[activator]	-17%	-13%	-1%	20%	1%
34	CC1(C)CC(=O)C(C=NCC(N)=O)=C(O)C1	-11	-10%	-2%	23%	-11%	1%	-13%	-43%	0%
35	CCOc1ccc(Nc2ccc([N+](=O)[O-])c3nonc23)cc1	-13	35µM*	14µM*	13µM*	-12%	12%	-10%	25µM*	1%
36	N/C(=N\NS(=O)(=O)c1ccc(Cl)cc1)c1ccccn1	4	-24%	.	32%	0%	23%	-7%	.	-2%
37	CC1CN(Cc2nc3c(c(=O)n(C)c(=O)n3C)n2CC(O)CO)CC(C)O1 (stereo not given)	-1	-26%	1%	25%	-1%	-5%	-10%	15%[59 µM]	-5%
38	COc1ccc(C(=O)NCc2nc(-c3cccc(C)c3)no2)cc1OC	-3	-7%	0%	23%	-10%	-12%	8%	-30%[59 µM]	21%
39	COc1ccc2[nH]c(C)c(CCNC(=S)Nc3cc(C)cc(C)c3)c2c1	3	50µM*	28µM*	?	-7%	3%	0%	15%	?
40	CCOC(=O)N1CCN(C(=O)c2cccn3c(=O)c4c5c(sc4nc23)CCCC5)CC1	-2	30%	14%	115%[activator]	-8%	-2%	.	13%	-2%
41	CN1CCN(C(=O)c2c(O)c3cccc4c3n(c2=O)CCC4)CC1	-5	0%	.	39%	-17%	5%	0%	14µM*	-10%
42	CCOC(=O)C(=O)NNc1ccccc1OC	-1	-12%	-1%	20%	-14%	?	i	-49%[59 µM]	-8%
43	CC(=O)OC1c2ccccc2C(=O)N1c1ccccc1C (stereo not given)	6	-15%	7%	26%	-7%	-4%	2%	-3%	1%
44	CCn1c(CN2CCN(CCO)CC2)nc2ccccc21	-1	-3%	-2%	30%[activator]	-5%	3%	.	.	2%
45	Cc1cccc(NC(=O)CCCc2ccccc2)c1	-2	32%	9%	50%[activator]	-22%	0%	-6%	33%	-2%
46	Cc1cc(S(=O)(=O)Nc2cc3c(cc2Cl)n(C)c(=O)c(=O)n3C)ccc1F	3	-20%	-13%	0%	2%	3%	i	-7%[59 µM]	0%
47	O=C(CCl)c1ccc(Cc2ncc(C(F)(F)F)cc2Cl)s1	11	79µM*	?	30%	?	-1%	i	?	0%
48	O=C1C=C(c2ccccc2)C[C@H](c2cccs2)[C@H]1n1nnc([N+](=O)[O-])n1	2	?	?	?	?	-7%	-7%	?	-4%
49	CCCCOC(=O)c1ccc(NC(=O)Cc2coc3c(C)c(C)ccc23)cc1	0	-16%	-18%	41%[activator]	-15%	1%	-1%	-3%[59 µM]	9%
50	CC(NC(=O)CCNC(=O)c1ccc(Br)cc1)c1ccc(-n2ccnc2)cc1 (stereo not given)	2	-7%	-10%	2%	-9%	7%	-1%	0%	1%
51	COc1ccc(CN(Cc2cccn2C)S(=O)(=O)c2ccc(C)cc2)cc1	-6	-11%	-25%	10%	-8%	14%	-7%	15%	4%
52	CC1(C)CSC(=NCCc2ccccc2)N1	7	-16%	10%	-3%	-17%	2%	-11%	9%	-3%
53	Cc1ccc2c(C(=O)CN3CCN(C4CCCCC4)CC3)c(C)[nH]c2c1	-12	9%	9%	18%	-7%	5%	-2%	-22%	-2%

The list is partial, so the mix of outcomes need not match the whole.
